TRHR agonist: agonists of human TRH receptor. actives 0.18% (n = 360,000). P34981. activation, % at 2 µM. AID 493084. TRHR cells, calcium flux fluo-8, FDSS agonist mode; in the data active means activation above about 30%; further: 0% is about no effect
Target sequence (P34981 whole entry, looked up): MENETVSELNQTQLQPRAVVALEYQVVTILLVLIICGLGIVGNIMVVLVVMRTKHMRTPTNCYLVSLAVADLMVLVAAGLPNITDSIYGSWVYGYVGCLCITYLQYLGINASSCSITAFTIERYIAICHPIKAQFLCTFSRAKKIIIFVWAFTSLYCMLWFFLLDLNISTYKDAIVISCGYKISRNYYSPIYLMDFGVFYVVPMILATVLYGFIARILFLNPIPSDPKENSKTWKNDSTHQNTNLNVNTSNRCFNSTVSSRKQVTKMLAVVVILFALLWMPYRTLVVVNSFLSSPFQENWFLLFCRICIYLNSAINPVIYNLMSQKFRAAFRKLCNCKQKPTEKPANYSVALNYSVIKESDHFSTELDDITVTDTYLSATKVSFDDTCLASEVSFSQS
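Agonist-mode FDSS calcium read (Ex 480/Em 530, 1 s cycles) in 1536-well TRHR cells with fluo-8 dye, after 10-cycle baseline and 23 nL compound addition; TRH at EC20 (10 nM final) added afterwards for the enhancer phase.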
D2 agonist: activates the human D2 dopamine receptor. actives 0.53% (n = 340,000). activation, % at 2 µM. P14416. HEK293 T-REx D2 cells, calcium flux agonist mode;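 active means activation over 3 SD above normal in the single-dose calcium agonist read, cut at about 30% in these data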; further: 0% is about no effect
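Tetracycline-induced HEK293 T-REx cells with force-coupled D2 receptor, plated overnight at 30 C, loaded with no-wash calcium dye. After a 10 s baseline, compound was pin-added and calcium flux read kinetically for 180 s; calcium rises flagged agonists.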
rTrxR1 inhibitor: blocks rat thioredoxin reductase 1 | O89049 | recombinant rTrxR1, NADPH fluorescence consumption, selenite substrate | Potency, µM (top dose mostly 114 µM), inactives show at the top dose activity change, negative = inhibition, most hits filed as inhibitors | actives 1% (n = 390,000); further: potency means the concentration at half of the fitted maximal effect; on the % scale 0 is the no-effect control and ±100 the full control effect; nearly all actives have a fitted effect of over 65% in size
Target sequence (O89049 whole entry, looked up): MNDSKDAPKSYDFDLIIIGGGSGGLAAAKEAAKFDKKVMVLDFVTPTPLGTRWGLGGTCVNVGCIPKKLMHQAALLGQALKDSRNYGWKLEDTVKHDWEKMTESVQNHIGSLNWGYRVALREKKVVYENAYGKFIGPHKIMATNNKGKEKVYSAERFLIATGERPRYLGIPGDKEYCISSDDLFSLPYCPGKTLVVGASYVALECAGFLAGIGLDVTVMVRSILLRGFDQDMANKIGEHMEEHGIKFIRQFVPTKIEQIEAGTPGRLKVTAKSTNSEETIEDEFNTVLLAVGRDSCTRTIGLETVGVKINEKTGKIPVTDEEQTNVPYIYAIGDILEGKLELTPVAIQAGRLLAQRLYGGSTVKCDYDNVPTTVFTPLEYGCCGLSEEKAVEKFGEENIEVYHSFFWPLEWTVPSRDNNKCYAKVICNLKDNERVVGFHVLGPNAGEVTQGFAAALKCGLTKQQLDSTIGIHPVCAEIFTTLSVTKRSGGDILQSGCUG
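Rat TrxR1 (90 nM in the dispensed reagent) was pre-reduced with 400 uM NADPH for 5 min at room temperature, then incubated with compound for 15 min. After 400 uM selenite was added, NADPH fluorescence (Ex 340/Em 450 nm) was followed for 8 min.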
TrxR1 substrate: rat thioredoxin reductase 1 substrate activity | O89049 | purified TrxR1 substrate turnover, NADPH consumption readout | Potency, µM (highest dose often 114 µM), for inactives: at the top dose activity change, negative = substrate turnover | actives 0.01% (n = 390,000) | AID 588456; further: potency means the concentration at half of the fitted maximal effect; on the % scale 0 is the no-effect control and ±100 the full control effect; nearly all actives have a fitted effect of over 50% in size
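Rat TrxR1, dispensed at 90 nM, was prereduced with 400 uM NADPH (final) for 5 min at ~22 deg C, then incubated with compound 15 min before 400 uM selenite. A first-read NADPH fluorescence drop versus no-compound background flagged substrates.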
TRHR PAM: allosteric enhancers of human TRH receptor; P34981; TRHR cells, fluo-8 calcium fluorescence, EC20 TRH enhancement; enhancement, % at 2 µM; actives 0.66% (n = 360,000); in the data active means enhancement above about 30%; further: 0% is about no effect
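Enhancer read-out: after compound pinning and an initial kinetic agonist-mode read, an EC20 of TRH (10 nM final) was injected and fluo-8 calcium signal (Ex 480/Em 530) followed at 1 s/cycle for 100 cycles in TRHR-expressing cells.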
IDH1 R132H inh: blocks human mutant IDH1 R132H enzyme | IDH1-R132H enzyme, NADPH consumption, diaphorase/resazurin fluorescence | O75874 | actives 0.093% (n = 390,000) | Potency, µM (titrated, usually from 76.6 µM), for the others: top-dose activity change, negative = inhibition, usual class: inhibitors | AID 602179; further: potency means the concentration at half of the fitted maximal effect; on the % scale 0 is the no-effect control and ±100 the full control effect; nearly all actives have a fitted effect of over 65% in size
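IDH1-R132H (0.5 ug/mL dispensed) in pH 7.5 Tris buffer was preincubated 30 min with compound, then given a substrate mix of 0.016 mM NADPH and 2 mM alpha-KG for 80 min at room temperature; remaining NADPH was read by diaphorase/resazurin fluorescence.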
D2 antag: antagonizes the human D2 dopamine receptor. actives 2% (n = 340,000). HEK293 TREx D2 cells, calcium flux, dopamine EC80. inhibition, % at 10 µM. P14416. AID 485344; in the data active means inhibition above about 30%; further: 0% is about no effect
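Tetracycline-induced HEK293 TREx cells expressing D2 receptor forced-coupled to calcium signalling, loaded with no-wash calcium dye. Compounds added and calcium flux read 180 s, then dopamine added at EC80 and read a further 180 s.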
PI4K2A inh: blocks human PI4K2A kinase activity. activity change, negative = inhibition, % at 76.9 µM. Q9BTU6. actives 0.13% (n = 420,000). purified PI4K2A, ADP-Glo luminescence, 1 h; hits give low values; in the data active means activity change below about -50%; inconclusive means mostly about -30% to -49%;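 further: -100% = wells without enzyme as full effect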
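In this quantitative HTS, ADP production by PI4K2A was quantified luminescently after 1 h at ambient temperature; 100 microM adenosine served as plate-quality control.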
USP1-UAF1 inh: USP1/UAF1 (human) deubiquitinase inhibition; recombinant USP1/UAF1, Ub-Rhodamine cleavage fluorescence; Potency, µM (titrated, usually from 57.1 µM), for inactives: at the highest dose activity change, negative = inhibition, actives largely listed as inhibitors; actives 0.23% (n = 390,000); AID 743255; further: potency means the concentration at half of the fitted maximal effect; on the % scale 0 is the no-effect control and ±100 the full control effect; nearly all actives have a fitted effect of over 60% in size; inactives centre near -12
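Step one: compound is pinned into 1nM USP1/UAF1 in HEPES pH 7.8 buffer with TCEP. Step two: 15 min room-temperature incubation. Step three: Ub-Rho (150nM final) starts cleavage, tracked by fluorescence over six one-minute reads.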
Active calls of the source: *; ? = inconclusive; nt = no result given; & = joins results of further samples; [ ] = remark or other dose. Unless noted, the call rests on the fitted dose curve; in most records, active means well fitted inhibition curve with a large enough effect; inconclusive means small, poorly fitted or top-dose-only effect; inactive means no such curve, though single readings can be large or run the other way.

structure | IDH1 R132H inh | PI4K2A inh | TRHR PAM | TRHR agonist | rTrxR1 inhibitor | D2 antag | TrxR1 substrate | D2 agonist | USP1-UAF1 inh
Cc1cc(C(=O)NC2CCCc3c2cnn3-c2cc(F)cc(F)c2)nn1C (stereo not given) | 3% | 3 | 1 | -1.4 | 5% | 4 | 0% | -0.2 | 1%
CNC(=S)NNC(=O)c1sc(-c2cc(C)on2)nc1C | 5% | -3 | 0 | 0.0 | -18%[57.1 µM] | -7 | 0%[57.1 µM] | 0.2 | -4%
CC(C)C(NC(=O)c1c(F)cccc1F)C(=O)N1CCN(S(=O)(=O)c2ccc(F)cc2)CC1 (stereo not given) | -10% | 2 | 3 | -0.1 | 17% | 19 | -3% | 1.3 | -2%
CC(C)(C)c1cc(C(=O)NCc2ccccc2)ccn1 | 3% | -3 | -4 | 0.3 | 1% | 20 | -1% | -0.3 | -3%
Cc1cc(C)c(C(=O)/C=C/c2cccs2)c(=O)[nH]1 | 14% | 3 | -1 | 0.4 | -4% | -25 | -18% | -0.2 | -14%
CC(=O)c1ccc(NC(=O)c2ncn(-c3ccccc3)n2)cc1 | 1% | 4 | -5 | 0.4 | 12% | nt | 4% | 0.0 | -35%
CN1CCC(OC(=O)c2ccccc2Cl)CC1 | 1% | 1 | -11 | 1.4 | 35% | 25 | 12% | 0.5 | -19%
CCOC(=O)c1c(-c2cccs2)csc1NC(=O)CC(C)C | 6% | -8 | -2 | 1.3 | -18% | -7 | -16% | 0.4 | -13%
Cc1ccc(C(=O)N2CCN(Cc3ccc4c(c3)OCO4)CC2)c(Cl)c1 | 5% | 12 | 0 | -0.3 | 17% | 73* | 6% | -0.6 | -17%
CC(=O)c1cccc(NC(=O)CC(c2ccc(C)cc2)N2Cc3ccccc3C2=O)c1 (stereo not given) | -4% | 15 | -1 | -0.7 | 12% | nt | -6% | -1.3 | -21%
NC(=O)[C@@H]1CCCN1Cc1nc(-c2ccccc2)no1 | 19% | 1 | -4 | 0.0 | 10% | -16 | 3% | -2.8 | -16%
CSc1ccc(NC(=O)Nc2ccccc2C(N)=O)cc1 | 3% | -10 | -5 | 6.7 | 1%[57.1 µM] | -26 | 0%[57.1 µM] | 2.4 | -2%
Cn1c(=NC(=O)c2ccco2)sc2cccc(F)c21 | 1% | -1 | -3 | -0.8 | 8%[57.1 µM] | 1 | 3%[57.1 µM] | -0.4 | -16%
CCCOc1ccc(C(=O)NCC(c2ccco2)N(C)C)cc1OC (stereo not given) | -4% | -5 | -1 | 0.8 | -1% | 8 | 5%[11.4 µM] | -0.5 | -4%
CCCCN(CCCC)CC(O)COc1ccccc1C(=O)Nc1ccccc1 (stereo not given) | 7% | 0 | -5 | 0.3 | 2%[57.1 µM] | -14 | 4%[57.1 µM] | -1.9 | -3%
CCOC(=O)C[C@H]1c2ccccc2S(=O)(=O)N1Cc1cc(OC)c(OC)c(OC)c1 | 12% | 0 | nt | nt | 24%&13% | nt | 1%&4% | nt | 7%
O=C(COC(=O)c1ccc(O)cc1)c1ccc(S(=O)(=O)N2CCCCC2)cc1 | 0% | -6 | -7 | -0.3 | 1% | -10 | -7% | -0.8 | -2%
CC(C)(C)C(=O)NC(=S)Nc1ccccc1F | 0% | 5 | 0 | 0.0 | ? | -13 | -10% | -0.1 | -10%
O=C1N=C(N2CCN(c3ccccc3)CC2)S/C1=C\c1ccco1 | -9% | -8 | 5 | -0.5 | ? | -11 | -5% | -1.7 | -8%
OCCN1CCN(CCSc2ccccc2)CC1 | -2% | -1 | 12 | -2.5 | 5% | 8 | 1% | 0.4 | 2%
COc1ccc(NC(=O)C(=O)NCCC2CCCCN2S(=O)(=O)c2cccs2)cc1 (stereo not given) | 22% | -2 | -1 | -0.3 | 3% | 22 | -7% | -0.3 | -18%
O=C(Cc1ccc(S(=O)(=O)N2CCOCC2)s1)NCC(=O)Nc1ccccc1Br | 1% | 1 | -5 | 0.2 | -8% | 6 | -5% | 0.3 | -10%
CN(Cc1ccno1)Cc1cn(C)nc1-c1ccc(Oc2ccccc2)cc1 | 11% | 5 | -9 | 2.0 | 22% | -29 | 1% | -0.2 | -16%
C=CCn1c(SCC(=O)c2ccc(OC)cc2)nnc1C(C)NC(=O)c1cccs1 (stereo not given) | 4% | 0 | 11 | 0.1 | 18% | -9 | 4% | -0.5 | -2%
O=C(CNCc1ccco1)Nc1ccc(N2CCCCCC2)cc1 | 3% | 14 | 0 | -0.3 | -13% | nt | 8%[57.1 µM] | nt | -29%

Individual results from the results shown:
Under D2 antag, CCOC(=O)c1c(-c2cccs2)csc1NC(=O)CC(C)C reads -7
Under TRHR PAM, CC(C)(C)C(=O)NC(=S)Nc1ccccc1F reads 0
Under TRHR PAM, CC(=O)c1ccc(NC(=O)c2ncn(-c3ccccc3)n2)cc1 reads -5

Three compounds out of the list above, ordered by the number in TRHR PAM, low to high:
molecule,TRHR PAM
NC(=O)[C@@H]1CCCN1Cc1nc(-c2ccccc2)no1,-4
Cn1c(=NC(=O)c2ccco2)sc2cccc(F)c21,-3
CCCOc1ccc(C(=O)NCC(c2ccco2)N(C)C)cc1OC (stereo not given),-1

Later entries:
structure | IDH1 R132H inh | PI4K2A inh | TRHR PAM | TRHR agonist | rTrxR1 inhibitor | D2 antag | TrxR1 substrate | D2 agonist | USP1-UAF1 inh
O=C1CCCC2=C1C(c1ccncc1)c1c(nc(SCc3ccccc3Cl)[nH]c1=O)N2 (stereo not given) | -4% | 5 | 0 | 0.4 | -8%[57.1 µM] | -4 | 35%[activator][57.1 µM] | -0.5 | -4%
CSc1nc2[nH]c(=O)n(O)c(=O)c2n1Cc1ccccc1 | 9% | -5 | nt | nt | 15% | nt | -4%[57.1 µM] | nt | 2%
CC(NS(=O)(=O)c1cn(C)c(=O)n(C)c1=O)c1ccccc1 (stereo not given) | 9% | 4 | -4 | 0.2 | -3% | 3 | -7% | 0.7 | -12%
Cc1cccc(NC(=O)[C@H](C)NC(=O)[C@@H]2Cc3ccccc3CN2C(=O)OC(C)(C)C)c1 | -1% | 0 | -1 | -0.8 | 10% | -6 | -10% | -0.4 | -23%
Cc1ccc2[nH]c3c(=O)n4c(nc3c2c1)SCC4 | 0% | 1 | -3 | -2.8 | -2%[57.1 µM] | nt | 5%[57.1 µM] | nt | -19%
O=C(COC(=O)/C=C/c1ccc(C(F)(F)F)cc1)NC(=O)NCc1ccco1 | 5% | -2 | 9 | 0.2 | -4% | -36 | -11% | 0.8 | -10%
O=C(Nc1nc2c(s1)CCCC2)c1ccc(Br)s1 | 16% | -8 | 13 | 0.7 | 17% | 1 | 6% | 0.4 | -9%
COc1ccc(NC(=O)C2CCN(S(=O)(=O)c3c(C)nn(C)c3C)CC2)cc1 | 2% | 4 | 3 | -0.1 | 19% | -5 | -2% | 0.3 | -15%
COC(=O)CC1Oc2ccc(C)cc2-n2cc(-c3ccc(C)cc3)nc21 (stereo not given) | 28% | 0 | -3 | -1.8 | 8% | nt | -2% | -0.3 | -24%
CN(C)c1ccc(CNC(=O)Cn2c(-c3cccs3)cc3cc(Cl)ccc32)cc1 | -5% | 0 | 11 | 0.3 | 21% | nt | 18% | 0.4 | -21%
O=C(c1ccc(F)cc1)N(Cc1ccco1)C1CCS(=O)(=O)C1 (stereo not given) | -2% | 5 | 5 | -0.5 | -7% | -17 | ? | 2.2 | -15%
CCc1cccc(NC(=O)CSc2nc3ccsc3c(=O)n2CC)c1 | 0% | -1 | -10 | -1.5 | 20% | nt | -2% | 0.0 | -20%
CC1(C(=O)Nc2cccc3ccccc23)CC1(Br)Br (stereo not given) | 7% | -9 | -7 | -0.8 | 1% | 5 | 18% | -1.3 | -24%
COc1cc(C(C(=O)NC2CCCC2)N(C(=O)c2snc(C(N)=O)c2N)c2ccccc2)cc(OC)c1OC (stereo not given) | -14% | -3 | 5 | 0.2 | 14% | -12 | 9% | 0.5 | -2%
CCCCCOc1ccc(NC(=O)Cc2csc(C)n2)cc1 | 12% | -2 | 5 | -1.6 | 8% | nt | 11% | -1.1 | 4%
CCOC(=O)/C(C#N)=C/c1cn(CCC(=O)O)nc1-c1ccc(OC)cc1 | 2% | 1 | 5 | -0.7 | 6%[57.1 µM] | 21 | 1%[57.1 µM] | 0.4 | -23%
CN(C(=O)COC(=O)CNS(=O)(=O)/C=C/c1ccccc1)C1CCS(=O)(=O)C1 (stereo not given) | 12% | 4 | -1 | 0.4 | 2%[57.1 µM] | 4 | 14%[57.1 µM] | 0.2 | -17%
CCCCC#Cc1ccc2c(c1)COc1c3ccccc3nn1-2 | 5% | -5 | -1 | 0.5 | 6% | -9 | 2% | -0.3 | ?
Cc1ccccc1C(=O)Nc1nc2nc(C)c(C)c(=O)n2[nH]1 | 35%[activator] | 1 | -2 | -1.4 | 10% | nt | 2% | -1.3 | -24%
CCOC(=O)c1ccc(NC(=O)C2CC3CCC2C3)cc1 (stereo not given) | 8% | -1 | nt | nt | 23%[57.1 µM] | nt | 6%[57.1 µM] | nt | -13%
CC(c1ccco1)N(C(=O)c1ccc(S(=O)(=O)N2CCCCC2)cc1)c1ccccn1 (stereo not given) | 6% | 4 | -8 | 1.8 | -22% | -1 | -12% | -0.4 | 0%

Assay outcomes: PubChem BioAssay, National Center for Advancing Translational Sciences (NCATS)
